AmpC inh detg = qHTS Inhibitors of AmpC Beta-Lactamase (assay with detergent) | Potency, µM (doses to about 114 µM), for the others: at the top dose activity change, negative = inhibition, most hits filed as inhibitors | AID 485294, 2010 | AmpC hydrolysis of nitrocefin, absorbance 480 nm, 0.01% Triton | P00811 | hit rate 0.041% among 370,000;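 also: potency is read from the fitted curve at half-maximal effect; 0% = no-compound wells and -100% = no-enzyme wells; nearly all actives have a fitted effect of over 25% in size; some results filed as inactive show a strong effect at the top dose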
Target sequence (P00811 whole entry, looked up): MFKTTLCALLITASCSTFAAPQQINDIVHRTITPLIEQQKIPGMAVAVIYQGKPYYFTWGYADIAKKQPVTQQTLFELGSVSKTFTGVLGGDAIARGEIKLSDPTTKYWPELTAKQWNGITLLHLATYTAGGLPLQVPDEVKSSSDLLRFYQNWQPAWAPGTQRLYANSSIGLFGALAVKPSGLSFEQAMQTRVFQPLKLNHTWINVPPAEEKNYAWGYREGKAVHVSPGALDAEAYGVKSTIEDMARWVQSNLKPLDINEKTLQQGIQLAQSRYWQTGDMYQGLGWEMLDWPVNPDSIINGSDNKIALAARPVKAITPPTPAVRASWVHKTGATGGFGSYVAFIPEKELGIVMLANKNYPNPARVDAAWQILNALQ
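20 mM phosphate pH 7.0 + 0.01% (detergent screen) or 0.0001% Triton X-100; 5.3 nM AmpC reagent; cpd preinc 15 min RT; nitrocefin (800 uM stock) to start; A480 q20 s × 4 min; Activity was normalised to no-enzyme and no-compound control wells.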
AmpC inh no detg = qHTS Inhibitors of AmpC Beta-Lactamase (assay without detergent). P00811. AmpC nitrocefin hydrolysis, absorbance 480 nm, 0.0001% Triton. Potency, µM (highest dose often 57.1 µM), without a hit: at the top dose activity change, negative = inhibition, usual class: inhibitors. hit rate 0.52% among 330,000. AID 485341, 2010;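 also: potency is read from the fitted curve at half-maximal effect; plate controls were no compound for no effect and no enzyme for full effect; nearly all actives have a fitted effect of over 20% in size; some results filed as inactive show a strong effect at the top dose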
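AmpC (5.3 nM in the dispensed reagent) in 20 mM phosphate pH 7.0 with 0.01% (detergent screen) or 0.0001% Triton X-100 was preincubated with compounds for 15 min at room temperature. Nitrocefin was then added from an 800 uM solution, and hydrolysis was followed at 480 nm.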
Giardia FBPA inh = qHTS Assay for Inhibitors of Fructose-1,6-bisphosphate Aldolase from Giardia Lamblia | A8B2U2 | purified Giardia FBPA | Potency, µM (top dose mostly 59.6 µM), without a hit: at the top dose activity, negative = inhibition, most hits filed as inhibitors | hit rate 0.71% among 290,000; also: potency is read from the fitted curve at half-maximal effect; % is scaled to controls: 0 for no effect and ±100 for the full control effect; nearly all actives have a fitted effect of over 55% in size
Target sequence (A8B2U2 whole entry, looked up): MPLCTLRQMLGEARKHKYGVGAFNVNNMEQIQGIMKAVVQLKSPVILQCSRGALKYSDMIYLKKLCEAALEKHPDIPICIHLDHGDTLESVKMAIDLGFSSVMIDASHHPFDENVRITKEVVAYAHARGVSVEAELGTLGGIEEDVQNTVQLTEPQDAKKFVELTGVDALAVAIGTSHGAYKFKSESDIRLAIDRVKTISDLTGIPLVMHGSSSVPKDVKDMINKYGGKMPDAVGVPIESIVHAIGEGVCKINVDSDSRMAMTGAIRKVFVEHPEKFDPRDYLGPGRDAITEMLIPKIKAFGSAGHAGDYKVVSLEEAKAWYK
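Giardia FBPA (40 nM reagent) was preincubated 10 min at RT with compound (up to 57.5 uM final), then substrate plus GAPDH/TPI/NAD/arsenate coupling system with diaphorase/resazurin was added; resorufin fluorescence (525/598 nm) was read after 20 min.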
HCMV inh = qHTS Assay for inhibitors of the human cytomegalovirus (HCMV) | hit rate 4.5% among 410,000 | activity change, negative = inhibition, % at 57.5 µM | HFF cells, HCMV-luciferase reporter, 72 h; active compounds read low; in the data active = activity change below about -60%; inconclusive = no clear call, values can overlap the other calls; inactive = above about -39%; also: % is scaled to controls: 0 for no effect and ±100 for the full control effect
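Steps: HFFs plated, 16 h 37C; compounds added; HCMV-luciferase added to MOI 1 PFU/cell; 72 h 37C; OneGlo reagent, 5 min room temperature; luminescence read, normalized to controls.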
AMA1-RON2 inh = qHTS for Inhibitors of AMA1-RON; Towards Development of Antimalarial Drug Lead: Primary Screen. Plasmodium falciparum AMA1 (3D7) - RON2 peptide interaction. hit rate 0.2% among 360,000. Potency, µM (doses to about 58.2 µM), for the others: at the highest dose activity change, negative = inhibition, most hits filed as inhibitors. AlphaScreen AMA1-biotinylated RON2 peptide binding;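 also: potency is read from the fitted curve at half-maximal effect; 0% = vehicle wells and -100% = peptide control; nearly all actives have a fitted effect of over 45% in size; some results filed as inactive show a strong effect at the top dose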
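AMA1 (3D7) with his tag at 25 nM final met compounds first, then biotinylated RON2 peptide at 25 nM; detection used donor plus acceptor beads, 10 µg/mL apiece, read by AlphaScreen after 30 min at room temperature.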
CHX counter = Cycloheximide Counterscreen for Small Molecule Inhibitors of Shiga Toxin. max response, %. cell reporter, cycloheximide protein synthesis inhibition counterscreen. hit rate 12% among 300,000. AID 2314, 2010; in the data active = max response mostly above about 13%, no sharp cut-off; inactive = mostly below about 14%; also: read at 38.3 µM for the half of the compounds with a filed dose; 0% is about no effect
Shiga inhibitor = A qHTS for Small Molecule Inhibitors of Shiga Toxin; Vero cells, Shiga toxin protein synthesis inhibition reporter; inhibition, % at 38.7 µM; hit rate 9.2% among 290,000; AID 2315, 2010; in the data active = inhibition mostly above about 28%, no sharp cut-off; inactive = mostly below about 43%; also: 0% is about no effect
* marks the source's active call; other numbers are inactive results; ? = inconclusive; . = no result given; [ ] = remark or other dose. Unless noted, calls follow the shape of the dose curve; as a rule, active = well fitted curve in the direction sought with a large enough effect; inconclusive = small, poorly fitted or top-dose-only effect, or another doubt; inactive = no such curve, though single readings can be large; an effect the other way counts as inactive or inconclusive. Compounds as they come; about 16% have a hit in one of these screens.

Start of the data: the first 3 entries as a preview:
SMILES | AmpC inh detg | AmpC inh no detg | Giardia FBPA inh | HCMV inh | AMA1-RON2 inh | CHX counter | Shiga inhibitor
Cc1nc2ccccc2nc1N1CCCC1 | -7% | -6% | 6% | ? | 16% | 22 | 40*
COc1ccc(/C=C2\N=C(SC)N(c3ccccc3OC)C2=O)cc1 | -5% | 9% | -24% | -96* | 6% | 25* | 33
Cc1ccc(C(=O)NCCNC(=O)c2ccco2)cn1 | ? | -17% | -1% | 62 | 8% | -1 | -19

The listing (from the top)
SMILES | AmpC inh detg | AmpC inh no detg | Giardia FBPA inh | HCMV inh | AMA1-RON2 inh | CHX counter | Shiga inhibitor
Cc1nc2ccccc2nc1N1CCCC1 | -7% | -6% | 6% | ? | 16% | 22 | 40*
COc1ccc(/C=C2\N=C(SC)N(c3ccccc3OC)C2=O)cc1 | -5% | 9% | -24% | -96* | 6% | 25* | 33
Cc1ccc(C(=O)NCCNC(=O)c2ccco2)cn1 | ? | -17% | -1% | 62 | 8% | -1 | -19
Brc1ccc(-c2csc(N3CCc4ccccc4C3)n2)cc1 | ? | -3% | 0% | 67 | 3% | -3 | -9
COc1cc(CN(CCN(C)C)Cc2ccccc2)ccc1OCc1ccccc1 | ? | 150%[activator] | ? | -15 | ? | -3 | -5
COC(=O)c1ccc(S(=O)(=O)NNC(=O)COc2ccc(C)cc2)cc1 | -9% | -27% | 3% | 3 | 49%[activator] | 5 | -8
COC(=O)[C@@]12CCCCN1[C@H](c1ccc(-c3ccccc3)cc1)[C@@H]1C(=O)N(C)C(=O)[C@@H]12 | ? | 38% | . | -27 | 30% | . | .
CNC(=O)c1ccc(Nc2nnc(C)c3ccccc23)cc1 | 4% | -14% | 0% | -3 | -18% | 1 | 7
O=C(c1cccn2c(=O)c3ccccc3nc12)N1CCC2(CC1)OCCO2 | -13% | -7% | 0% | 5 | -9% | 10 | 8
Cc1ccccc1C(=O)Nc1ccccn1 | -6% | . | 12% | -3 | 1% | 32* | 57*
Cc1c(C)n2c(SCC(=O)Nc3cccc4ccccc34)nnc2[nH]c1=O | ? | 86%[activator] | . | -35 | -3% | . | .
Cc1nn(-c2ccccn2)c2nc(-c3cccs3)cc(C(=O)N3CCOCC3)c12 | -7% | 105%[activator] | 6% | -20 | 11% | -2 | -18
Cc1cc2[nH]c(=O)c(=O)[nH]c2cc1S(=O)(=O)NCc1ccccc1 | -2% | -17% | . | 40 | 7% | 5 | 0
O=C(Nc1ccccc1-c1ccccc1)c1cc(C(F)(F)F)cc(C(F)(F)F)c1 | -1% | -24% | 7% | -28 | 4% | -2 | -2
CCn1c(SCC(=O)N2CCOCC2)nc2sc3c(c2c1=O)CCCC3 | -8% | 10% | 1% | -19 | -6% | 4 | -10
CN(C)CCN(C(=O)c1ccc2c(c1)OCCO2)c1nc2cc3c(cc2s1)OCO3 | 0% | 96%[activator] | -29% | . | -23% | 55* | 71
COc1ccc(OCCC(=O)c2ccc(OC)cc2)cc1 | -4% | 3% | 1% | -33 | -15% | 5 | -7
COc1cc(/C=C2/C(=O)NN(c3ccc(Cl)cc3)C2=O)cc(Br)c1O | -18% | -48% | ? | 18 | -1% | -4 | .
COc1ccc(CNc2cc(NCCCO)c([N+](=O)[O-])c3nonc23)cc1 | -2% | -17% | ? | -14 | -20% | 5 | -5
COc1ccc(NC(=S)NCc2ccc(S(N)(=O)=O)cc2)c(OC)c1 | -13% | -18% | -7% | 21 | -5% | -4 | -9
COc1ccc(C(NC(=O)c2cc(OC)ccc2OC)c2ccccc2)cc1 (stereo not drawn) | -7% | -12% | 1% | 39 | -1% | -2 | -2
CSc1cccc(NC(=O)Nc2nc3c(C)cccc3s2)c1 | 1% | -52% | 22% | 17 | -7% | 14 | 18
Cc1ccc(N2CCN(CC3CC=CCC3)CC2)cc1 (stereo not drawn) | -13% | -24% | -3% | -25 | -25% | -2 | -8
O=C(NCCc1ccccn1)c1c(-c2ccccc2)sc2ccccc12 | . | 12% | . | -13 | 9% | . | .
Cc1nc(-c2cc(C#N)c(=O)[nH]c2C)cs1 | 5% | -8% | -2% | -28 | 26% | 12 | 13
c1ccc(CCSc2nccn2-c2ccccc2)cc1 | -5% | -15% | -7% | 41 | ? | 52* | 120*
S=C(Nc1ccccc1)Nc1nc2ccccc2n1CCOc1ccccc1 | 1% | -56% | -1% | 7 | -21% | 19 | 23
CC1Sc2ccc(C(=O)NCc3ccccc3Cl)cc2NC1=O (stereo not drawn) | . | -20% | . | 16 | 13% | . | .
O=C(CCCN1C(=O)c2ccccc2C1=O)Nc1ccc(S(=O)(=O)N2CCCCC2)cc1 | 2% | -4% | 7% | 36 | -2% | 11 | -8
COc1ccc(NC(=O)c2ccco2)cn1 | 2% | -8% | -1% | 10 | -2% | 11 | 28
COc1ccc(NS(=O)(=O)c2cc(NC(=O)c3cnccn3)ccc2N2CCCC2)cc1 | ? | 59% | -24% | ? | 12% | -2 | -13
CCOC(=O)N1CCN(S(=O)(=O)c2ccc(C(=O)NNc3nc4c(C)cc(C)cc4s3)cc2)CC1 | ? | 34% | ? | -104* | 83%[activator] | 5 | 43*
CCn1cnc2cc(NCc3cccs3)ccc21 | -5% | -18% | -9% | -4 | 11% | 31* | 188*
CCOC(=O)N1CCN(C(=O)CSCc2ccccc2Cl)CC1 | -4% | 36% | 4% | 20 | -3% | 26 | 44*
COc1cccc(OC)c1C(=O)Nc1cccc(-c2ccc(N3CCOCC3)nn2)c1 | ? | -2% | . | 65 | 6% | . | .
Cn1cnc(S(=O)(=O)N2CCN(c3cccc(C(F)(F)F)c3)CC2)c1 | -2% | 47% | -1% | -22 | -9% | -4 | -5
O=C(CN1C(=O)CSC1=O)Nc1ccccc1F | -14% | -22% | 8% | 21 | 2% | 9 | 27
COc1ccccc1/C=C1\SC(=S)N(CCC(=O)NCCc2ccc(O)cc2)C1=O | -8% | -34% | . | -75* | -8% | 21* | 10
O=C(C1CC(=O)N(c2ccc3c(c2)OCCO3)C1)N1CCN(Cc2ccccc2F)CC1 (stereo not drawn) | -16% | 80%[activator] | . | -35 | -8% | . | .
CCN(CC)c1ncnc2ccc(Br)cc12 | -13% | -6% | . | ? | 6% | 9 | 27
CC(C)(C)c1cc(CN2CCN(CCC#N)CC2)cc(C(C)(C)C)c1O | 35µM* | 76%[activator] | ? | -5 | -4% | 5 | 24
Cc1ccccc1C(=O)Nc1ccc(C(=O)N/N=C/c2ccc(O)c(Br)c2)cc1 | -2% | ? | 0% | -20 | 3% | 8 | 21
COc1ccc(Cl)c(NC(=O)NCCN2CCN(c3ccccc3)CC2)c1 | -8% | -21% | -1% | 41 | 0% | 0 | -3
COc1cc(C(=O)NNC(=O)CSc2nnc3ccccn23)cc(OC)c1OC | -2% | -14% | . | 6 | 12% | . | .
O=C(Nc1cccnc1)c1ccc(Cl)c([N+](=O)[O-])c1 | ? | -7% | 2% | 2 | -8% | 11 | 52
C=C(C)Cn1c(-c2cccc([N+](=O)[O-])c2)n[nH]c1=S | 1% | -31% | 7% | 18 | 63%[activator] | 5 | 41
COc1ccc(C(=O)CN2C(=O)c3ccccc3C2=O)c(OC)c1C | 2% | -2% | -2% | -7 | -1% | 2 | -2
CCSC(=Nc1ccccc1)C1=C(O)COC1=O | ? | -19% | -5% | 27 | -7% | -3 | -6
CCOC(=O)N1CCN(C(=O)CSCc2nc(-c3ccccc3C)oc2C)CC1 | -2% | 143%[activator] | 6% | -23 | 14% | 9 | 18
COc1ccc(/C(C)=N/NC(=O)c2sccc2-n2cccc2)cc1 | -7% | -46% | -4% | 3 | -23% | 28 | 31
COc1ccc(C(C)(C)C)cc1NC(=O)c1ccc2c(c1)SC1=NS(=O)(=O)CCN12 | 2% | 79%[activator] | -3% | -25 | -8% | -3 | 40*
COc1ccccc1N1CCN(C(=O)C(Sc2ccccc2)c2ccccc2)CC1 (stereo not drawn) | -1% | 45% | 9% | 16 | -6% | -1 | -2
O=[N+]([O-])c1cc2c(cc1CN1CCN(c3ccc(F)cc3)CC1)OCO2 | -2% | -39% | ? | ? | ? | -2 | 14
O=C(COc1ccccc1-c1ccccc1)NNC(=O)NC1CCCCC1 | ? | -7%[2.29 µM] | 5% | ? | 38%[activator] | 1 | -16
CC1CCCN(C(C(=O)Nc2ccc3c(c2)OCCO3)c2ccccc2)C1 (stereo not drawn) | ? | -13% | . | -6 | -21% | 1 | -5
COc1ccc(-c2ccc(-c3nnn(CC(=O)N4CCOCC4)n3)cc2)cc1 | -16% | -5% | 2% | 32 | 33%[activator] | 23* | 28
CNc1nc(N)c([N+](=O)[O-])c(NCCO)n1 | -5% | -22% | -5% | 1 | 30%[activator] | -1 | 5
CCOC(=O)c1ccc(NC(=O)COc2ccccc2CNCCc2ccccc2)cc1 | -5% | -13%[2.29 µM] | -1% | -65* | -17% | -2 | -17
Cc1cccc(OCCCC(=O)NNC(=O)c2ccncc2)c1 | -10% | 0% | . | -18 | 64%[activator] | . | .
Cc1ccc(S(=O)(=O)N2CC(C)N(C(=O)N3CCOCC3)C2)cc1 (stereo not drawn) | 3% | -7% | -3% | 1 | 1% | 16 | -18

Continuation.
SMILES | AmpC inh detg | AmpC inh no detg | Giardia FBPA inh | HCMV inh | AMA1-RON2 inh | CHX counter | Shiga inhibitor
O=C(COc1coc(CN2CCc3ccccc32)cc1=O)NCCc1ccccc1 | ? | 1% | . | -11 | 13% | . | .
Cc1cccc(C)c1OCC(=O)Nn1c(=O)[nH]c2ccccc2c1=O | 5% | -12% | 8% | ? | 9% | 6 | -9
CC=C1COC(C(=O)NCCOCCO)(C(F)(F)F)C=C1C=C(C)C (stereo not drawn) | . | . | 6% | . | . | -1 | 39
O=C(NC1CCCCC1)C12CC3CC(CC(Cl)(C3)C1)C2 | 8% | -25% | 2% | -12 | 18% | -10 | -11
NC(=O)c1nc[nH]c1C(=O)Nc1cccc(NC(=O)c2cccc(C(F)(F)F)c2)c1 | . | -24% | . | 3 | 77%[activator] | . | .
Cc1ccc(S(=O)(=O)CC2CSc3nc(N)cc(=O)n32)cc1 (stereo not drawn) | -16% | 0% | 1% | 4 | 16% | -3 | -2
Cc1noc(C)c1C(=O)NCCc1ccccc1 | -2% | -13% | -2% | 125 | -4% | 10 | 38
Clc1cccc(/C=N/N2CCN(Cc3ccccc3)CC2)c1 | -11% | 38% | 2% | 11 | ? | 21* | 51
O=C(OCC(=O)N1CCC(Cc2ccccc2)CC1)c1ccccc1 | -4% | -11% | 4% | -29 | -3% | 55* | 79*
CCc1ccc2c(c1)cc(CN(C(=S)Nc1ccccc1)C1CC1)c1nnnn12 | -7% | ? | 4% | 6 | -3% | 9 | 4

Screens (PubChem)
